Screens from PubChem.
PAFAH1B3 inh = inhibitors of human PAFAH1B3 | Q15102 | recombinant PAFAH1B3, FP-rhodamine probe, fluorescence polarization | inhibition, % at 3.39 µM | actives 0.28% (n = 340,000);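 active = inhibition above the screen-wide average of all tested compounds plus 3 SD, cut at about 25% in these data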;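 note: 0% = enzyme with DMSO only and 100% = wells lacking PAFAH1B3 protein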
PAFAH1B2 FP inh = blocks human PAF acetylhydrolase 1b catalytic subunit 2. actives 1.2% (n = 340,000). inhibition, % at 3.39 µM. recombinant PAFAH1B2, FP-rhodamine activity probe, fluorescence polarization. P68402. AID 492953;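 active = inhibition above the mean of all tested compounds plus 3 SD, cut at about 24% in these data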;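 note: 0% = enzyme with DMSO and 100% = wells lacking PAFAH1B2; many of its hits are not listed in these tables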
PAFAH2 FP inh = inhibitors of human PAFAH2; Q99487; recombinant PAFAH2, FP-rhodamine activity probe, fluorescence polarization; inhibition, % at 3.39 µM; actives 0.99% (n = 340,000); AID 492956;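 active = inhibition above the mean over all tested compounds plus 3 SD, cut at about 30% in these data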;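 note: inhibitors block probe labeling of enzyme so polarization drops; 0% = enzyme with DMSO and 100% = wells lacking PAFAH2 protein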
* = called active by the depositor.

mol | PAFAH2 FP inh | PAFAH1B2 FP inh | PAFAH1B3 inh
C[C@]12CCC3C(CC[C@H]4C[C@H](O)[C@H](O)C[C@]34C)C1CC[C@@H]2O (stereo partly specified) | 1 | 2 | 1
N#C/C(=C\c1ccc(O)cc1)C(=O)O | -3 | 3 | 3
COc1ccc(C(=O)N2Cc3cnnn3-c3ccccc3C2C#N)cc1 (stereo unspecified) | 0 | 0 | 3
Nc1ccc(Cl)c(Cl)c1 | -11 | 4 | 5
C[C@]12CCC3C(CC[C@H]4[C@H](O)[C@H](O)CC[C@]34C)C1CC[C@@H]2O (stereo partly specified) | -2 | 0 | 8
Cc1cc(-c2cc(C)c(N)c(C)c2)cc(C)c1N | 8 | -2 | 3
COc1cccc2c1cc([N+](=O)[O-])c1c(C(=O)O)cc3c(c12)OCO3 | -3 | 6 | 4
Cc1ccc2c(C)c3ccc4ccccc4c3c[n+]2c1 | 4 | 8 | 12
CC(=O)OC1C(=O)OCC23CCC4(C)OC4C2OC2CC(OC(=O)C=CC=CC(=O)OCCC1C)C3(C)C21CO1 (stereo unspecified) | 5 | 0 | 10
CN(CC=CCN(C)P(=S)(N1CC1)N1CC1)P(=S)(N1CC1)N1CC1 | 14 | 4 | 8
Nc1nc(N)c2cnnn2n1 | -7 | 1 | -1
CCOC(=O)[C@]12Cc3ccccc3[C@H]1N(Cc1ccccc1)C(=O)c1ccccc12 | -13 | 0 | 11
CN1/C(=C\C=C2C(=O)NC(=S)NC2=O)C(C)(C)c2ccccc21 | 38* | 68* | -378
Oc1cc(Cl)c(Cl)c(Cl)c1 | 5 | 8 | -1
COc1ccc(CN2CCNCC2)cc1 | 8 | -1 | -1
COc1cc2c(ccc3c4cc(OC)c(OC)cc4c[n+](C)c23)cc1O | 5 | 3 | 8
COc1cccc(-c2nn(CCC#N)cc2C(=O)Nc2ccccc2Cl)c1 | 0 | 5 | 5
CC(CC(C#N)(c1ccccc1)c1ccccc1)N1CCCCC1 (stereo unspecified) | 5 | 4 | 0
CC(CN1CCOCC1)C(C#N)(c1ccccc1)c1ccccc1 (stereo unspecified) | 2 | 6 | 7
COc1cc(C(=O)NN=Cc2ccc(N(CCCl)CCCl)cc2)cc(OC)c1OC | -4 | 15 | 14
O=C(O)CCCOc1ccc(Cl)cc1Cl | 8 | 1 | 2
COC1C(O)C(C)OC(OC2CCC3(C=O)C(CCC4C3CCC3(C)C(C5=CC(=O)OC5)CCC43O)C2)C1O (stereo unspecified) | -11 | 5 | 8
CCOc1ccc(C(C)=O)cc1Cn1ccsc1=N | -4 | -2 | -2
C=C1C(=O)OC2C1CCC(C)C1(O)C=CC(=O)C21C (stereo unspecified) | 0 | -1 | 4
CN1CC(Br)C(=O)NC1=O (stereo unspecified) | 4 | 2 | -1
O=C1NC(=O)C(=Cc2ccccc2[N+](=O)[O-])C(=O)N1 | 1 | 3 | 11
Cc1cc(N(CCCl)CCCl)ccc1C=Cc1ccncn1 | 2 | 1 | 4
C#C[C@]1(O)CCC2C3C(=O)C=C4C(Cl)=CCC[C@]4(C)C3CC[C@@]21C (stereo partly specified) | 7 | 2 | -4
COc1ccccc1N1CCN(CCc2c[nH]c3cc4c(cc23)OCO4)CC1 | -5 | 0 | 2
c1ccc(-c2ccc(-c3n(-c4ccccn4)c4ccccc4[n+]3-c3ccccn3)cc2)cc1 | -2 | 8 | 12
CC(=O)N(C)C1=Nc2ccc(Cl)cc2C(c2ccccc2)=[N+]([O-])C1 | 7 | 2 | 8
Nc1ccccc1C(=O)OCC(=O)N1CCc2ccccc21 | -1 | 5 | 3
ClCCN(CCCl)c1ccc(-n2cnc3c(Cl)ncnc32)cc1 | 5 | 6 | 10
Cc1cc(C)c2c(c1)NP(=S)(c1ccccc1)N2 (stereo unspecified) | 11 | -3 | 11
COc1ccc(-c2ccc(OC)c(OC)c2OC)cc1 | 4 | 3 | -2
COc1ccc2c(c1)C1(C(=O)O)CC=CCC1(C(=O)O)C2 (stereo unspecified) | 1 | 8 | 12
Brc1ccc2[nH]cc(C=NN3CCCCCC3)c2c1 | 7 | 1 | 4
CC12CCC(=O)C=C1CC(O)C1C2CCC2(C)C1CCC2(C)O (stereo unspecified) | 1 | 0 | -8
Nc1cccc2c1Cc1cc([N+](=O)[O-])ccc1-2 | -5 | 3 | 10
CC12CCC3c4ccc(OP(=O)(N5CC5)N5CC5)cc4CCC3C1CCC2=O (stereo unspecified) | 6 | 0 | -3
O=C1NC(=O)C(=Cc2ccccc2Oc2ccc(F)cc2)C(=O)N1 | 2 | 4 | 6
CCOC(=O)[C@]12Cc3cc(C)ccc3[C@H]1N(Cc1ccccc1)C(=O)c1ccccc12 | 3 | 1 | 0
N#CC(=C(O)c1ccc(S(=O)(=O)N(CCCl)CCCl)cc1)c1nc2ccccc2[nH]1 | -3 | -7 | -3
O=c1[nH]sc2cc(F)ccc12 | -2 | 4 | -8
O=c1oc2ccccc2c(O)c1C(c1ccc([N+](=O)[O-])cc1)c1c(O)c2ccccc2oc1=O | 9 | -10 | -8
COc1ccc(C(O)(c2ccccc2)c2ccncc2)cc1 (stereo unspecified) | 1 | -1 | 8
Cc1cccc(CC(c2cccc(C)c2)N(C)C)c1 (stereo unspecified) | -4 | 4 | 11
CN1[C@@H]2CCC[C@H]1CC(=O)C2 | 3 | -3 | 0
COc1c(O)cc2c(c1OC)-c1ccc(OC)c(=O)cc1C(NC(C)=O)CC2 (stereo unspecified) | 12 | 1 | 9
CCC1(Cc2ccccc2)C(=O)NC(=S)N(C)C1=O (stereo unspecified) | -2 | 8 | 6
Nc1ccc(Br)cc1 | 1 | 6 | 5
CCOc1ccc(C(C)=O)cc1Cc1c(O)[nH]c(=S)[nH]c1=O | 0 | 1 | 4
CN1C(=O)NC(=O)C(N=Nc2ccc(Cl)cc2)C1=O (stereo unspecified) | 2 | 1 | 4
CC=C(C)C(=O)OC1CCN2CC=C(COC(=O)C(O)(C(C)OC)C(C)(C)O)C12 (stereo unspecified) | 3 | -1 | 1
Oc1cc(Cl)c(Cl)c(Cl)c1Cl | 6 | 10 | 7
CC(C)(O)/C=C/C(=O)C(C)(O)C1C(O)CC2(C)C3CC=C4C(C=C(O)C(=O)C4(C)C)C3(C)C(=O)CC12C (stereo unspecified) | 2 | 0 | 11
O=S(=O)(O)C(=Cc1ccccc1)c1ccccc1 (tested in a mixture with another compound) | 5 | 18 | 5
COc1cc(/C=C2\C[C@H]3[C@@H]4CC=C5C[C@@H](N6CCCC6)CC[C@]5(C)[C@H]4CC[C@]3(C)[C@H]2O)cc(OC)c1OC | 0 | 1 | 6
CCOCC1(CCc2ccccc2)C(=O)NC(=S)NC1=O | -3 | 4 | 2
C=C(C)[C@@H]1[C@H]2OC(=O)[C@H]1[C@]1(O)C[C@H]3O[C@]34C(=O)O[C@H]2[C@]14C | -2 | 6 | -2

Carrying on:
mol | PAFAH2 FP inh | PAFAH1B2 FP inh | PAFAH1B3 inh
C=CCCC1(CC)C(=O)NC(=S)NC1=O | -1 | -1 | 4
O=[N+]([O-])c1cccc(NP(=O)(N2CC2)N2CC2)c1 | 8 | -5 | -5
O=C1c2ccccc2-c2cc3ccccc3cc21 | -3 | 3 | 7
O=C1NC(=O)C(Nc2ccccc2)C(=O)N1 | 3 | 4 | 7
CC(=O)Nc1ccc(C=C2C(=O)NC(=O)NC2=O)cc1 | 2 | 1 | 2
CC(=O)OC1CC2(O)C3CCC4CC(O)CCC4(C)C3CCC2(C)C1C1=CC(=O)OC1 (stereo unspecified) | 4 | 8 | 8
C#CC1(O)CCC2C3CCC4=C/C(=N/OCC(=O)NCC(=O)NC(C(=O)O)C(C)C)CC[C@]4(C)C3CC[C@@]21C (stereo partly specified) | 7 | -2 | 5
C1CNC2NCCNC2N1 (stereo unspecified) | 1 | 7 | 10
CN1C(=O)C(C2CCCCC2)C(=O)N(C)C1=O | 0 | -1 | -1
CC1[C@H]2Cc3ccc(O)cc3[C@]1(C)CCN2C (stereo partly specified) | -2 | 3 | 10
O=C(Cc1cc(=O)oc2cc(O)ccc12)NN=Cc1ccc(N(CCCl)CCCl)cc1 | 7 | 3 | 7
CC1CN1P(=O)(Oc1ccc2ccccc2c1)N1CC1C (stereo unspecified) | 6 | 4 | 0
O=[N+]([O-])c1ccccc1CN1CC=C(c2ccc(F)cc2)CC1 | -4 | 5 | 0
N#CC1C(C#N)C2CCC1C1C2N1c1ccccc1 (stereo unspecified) | 4 | -2 | 0
NP(=O)(Oc1ccccc1)c1ccccc1 (stereo unspecified) | 2 | 5 | 5
CC1OC(OC2C=C3CCC4C(CCC5(C)C(c6ccc(=O)oc6)CCC45O)C3(C)CC2)C(O)C(OC2OC(CO)C(O)C(O)C2O)C1O (stereo unspecified) | -10 | -3 | 8
CCOC1=C(N2CC2)C(=O)C(OCC)=C(N2CC2)C1=O | -5 | -6 | -1

Not all compounds are listed; the hit share may differ from the screen's.
